ABCB1 inh: human ABCB1 inhibition, ABCG2 as counter-screen; P08183; CCRF-Adr cells, JC-1 efflux, flow cytometry; inhibition, % at 6.6 µM; 190,000 compounds, 0.067% hits; in the data active = inhibition above about 40%;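 note: 0% = vehicle and 100% = reference inhibitor; higher value means more JC-1 retained so stronger ABCB1 efflux block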
RGS8-Gao reg: regulators of human RGS8-Galphao interaction. P09471. multiplexed bead flow cytometry, RGS8-Galphao binding; actives lie on both sides. response (percent of control binding), % at 10 µM. 220,000 compounds, 0.34% hits; in the data active = response below about 60% or above about 140%; inactive = in between;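 note: Galphao activated as the GDP aluminium fluoride complex binding bead-coupled RGS8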
Target sequence (P09471 whole entry, looked up): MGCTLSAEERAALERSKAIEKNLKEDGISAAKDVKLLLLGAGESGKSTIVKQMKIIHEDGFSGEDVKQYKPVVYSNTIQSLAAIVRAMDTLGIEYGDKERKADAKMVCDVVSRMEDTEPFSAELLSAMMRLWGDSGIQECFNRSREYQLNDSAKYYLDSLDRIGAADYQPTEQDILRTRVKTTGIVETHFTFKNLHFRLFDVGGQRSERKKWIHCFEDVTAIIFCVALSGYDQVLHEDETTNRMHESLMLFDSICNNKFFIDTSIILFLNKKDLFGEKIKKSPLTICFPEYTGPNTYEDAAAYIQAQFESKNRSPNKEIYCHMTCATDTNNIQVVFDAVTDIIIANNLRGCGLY
ABCG2 block: human ABCG2 inhibition, ABCB1 as counter-screen. Q9UNQ0. IgMXP3 cells, JC-1 efflux, flow cytometry. inhibition, % at 6.6 µM. 190,000 compounds, 0.1% hits. AID 1325;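 active = inhibition above 80%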;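 note: 0% = DMSO and 100% = nicardipine control wells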
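test system = two drug-resistant human cell lines, ABCG2 and ABCB1 | amount = 3 million cells/mL final, two lines in 1:1 ratio | reagent = JC-1 transporter substrate | doses = one concentration, 6.6 µM final | incubation = 10 min at 25 °C | signal = flow cytometric JC-1 green MFI at 530 nm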
RGS4-Gao reg: modulates binding of RGS4 to human Galphao. 220,000 compounds, 0.33% hits. binding response (% of control), % at 10 µM. Multiplexed bead flow cytometry; actives lie on both sides. AID 1415; in the data active = binding response below about 49% or above about 150%; inactive = in between;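 note: fluorescent Galphao activated with aluminum fluoride binding bead-coupled RGS4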
Bcl-B Bim block: disrupts Bim peptide binding to human Bcl-B. inhibition, % at 10 µM. Q9HD36. bead-based flow cytometry. AID 951. 190,000 compounds, 0.073% hits;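 note: 0% = tracer peptide without compound and 100% = reference inhibitor peptide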
Target sequence (Q9HD36 whole entry, looked up): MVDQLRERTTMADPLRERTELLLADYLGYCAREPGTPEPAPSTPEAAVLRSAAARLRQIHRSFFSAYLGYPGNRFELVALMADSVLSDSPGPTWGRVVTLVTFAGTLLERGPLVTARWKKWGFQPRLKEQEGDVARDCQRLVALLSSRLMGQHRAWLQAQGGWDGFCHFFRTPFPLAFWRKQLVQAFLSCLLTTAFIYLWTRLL
Bim-Bfl-1: human Bim-Bfl-1 interaction inhibition; Bead-based flow cytometry, Bim-Bfl-1 binding inhibition; inhibition, % at 10 µM; 190,000 compounds, 0.12% hits; AID 1008;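 note: 0% = wells without compound plus tracer and 100% = blocker peptide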
Bcl-W Bim block: disrupts Bim peptide binding to human Bcl-W. bead-based flow cytometry. inhibition, % at 10 µM. 190,000 compounds, 0.02% hits. AID 952;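 note: 0% = bound tracer without compound and 100% = peptide blocker; higher means less fluorescent Bim peptide bound to Bcl-W beads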
Bim-Bcl-2: disrupts Bim peptide binding to human Bcl-2 | P10415 | Bead-based flow cytometry, Bim peptide-Bcl-2 binding | inhibition, % at 10 µM | 190,000 compounds, 0.06% hits | AID 950; in the data active = inhibition above about 40%; inconclusive = no clear call, values can overlap the other calls;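 note: 0% = no compound wells with probe peptide and 100% = reference peptide inhibitor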
Target sequence (P10415 whole entry, looked up): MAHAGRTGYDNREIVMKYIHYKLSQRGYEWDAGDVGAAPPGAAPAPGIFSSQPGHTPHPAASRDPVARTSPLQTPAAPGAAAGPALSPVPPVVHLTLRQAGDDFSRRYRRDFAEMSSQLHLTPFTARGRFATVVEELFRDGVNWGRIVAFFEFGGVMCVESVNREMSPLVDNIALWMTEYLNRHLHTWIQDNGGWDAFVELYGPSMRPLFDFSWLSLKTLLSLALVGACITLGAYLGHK
GSH bead fluor: compound fluoresces at 488/530 nm on GSH beads. fluorescence (KMESF) at 10 µM. AID 1776. 190,000 compounds, 0.25% hits. GSH beads flow cytometry, compound fluorescence 488/530 nm; stronger effect = higher value; in the data active = fluorescence above about 89;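 note: glutathione beads carrying GST-tagged Bcl family fusion proteins plus one bare bead set; values are compound well signal with DMSO vehicle wells as background; inactives centre near 16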
RGS7-Gao: regulators of human RGS7-Galphao interaction; Multiplexed bead flow cytometry, RGS7-Galphao binding; actives lie on both sides; binding response (% of control), % at 10 µM; 220,000 compounds, 0.35% hits; P09471; in the data active = binding response below about 49% or above about 150%; inconclusive = no clear call, values can overlap the other calls; inactive = in between;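 note: fluorescent Galphao held in activated GDP-AlF4 state binding bead-coupled RGS7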
Bcl-XL Bim block: human Bim-Bcl-XL interaction inhibition; Bim peptide-Bcl-XL binding, bead flow cytometry, fluorescence; inhibition, % at 10 µM; 190,000 compounds, 0.04% hits; AID 1007
Target sequence (Q07817 whole entry, looked up): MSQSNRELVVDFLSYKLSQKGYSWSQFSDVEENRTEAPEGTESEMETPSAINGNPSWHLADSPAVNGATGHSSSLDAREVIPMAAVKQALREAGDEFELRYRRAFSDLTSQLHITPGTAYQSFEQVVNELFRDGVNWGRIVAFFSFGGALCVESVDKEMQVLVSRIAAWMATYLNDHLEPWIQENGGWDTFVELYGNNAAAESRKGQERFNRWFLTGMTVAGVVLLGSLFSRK
Starred values were filed as active, the others as inactive; ? = inconclusive. Cut-off read from the data, not from the text of the source, unless noted: active = inhibition above about 40%.

SMILES	ABCB1 inh	RGS8-Gao reg	ABCG2 block	RGS4-Gao reg	Bcl-B Bim block	Bim-Bfl-1	Bcl-W Bim block	Bim-Bcl-2	GSH bead fluor	RGS7-Gao	Bcl-XL Bim block
COC(=O)C(CC(C)C)NC(=O)/C=C/c1ccc(Cl)cc1 (configuration not stated)	-0.1	102	2	104	-5	-2	0	-2	17	98	-4
Cc1nn(-c2ccccc2)c(C)c1/C=N/NC(=O)CSc1nnc(SCc2cccc3ccccc23)s1	6.2	98	4	87	-5	1	-2	1	9	94	-7
CCCCC(=O)O[C@]1(C(=O)CO)CC[C@H]2[C@@H]3CCC4=CC(=O)CC[C@]4(C)[C@H]3[C@@H](O)C[C@@]21C	0.9	103	0	102	1	-1	0	0	22	100	-1
O=C(C1CCN(C2CCN(C/C(Cl)=C/c3ccccc3)CC2)CC1)N1CCOCC1	1.1	107	2	100	-8	-8	-1	-1	12	102	-1
CC(C)CNC(=O)c1ccccc1NC(=O)c1ccccc1N(C)S(C)(=O)=O	0.3	103	0	102	-7	-1	-3	8	18	105	-3
COc1ccc(C(=O)NCC(=O)NCCc2c[nH]c3ccccc23)cc1OC	0.6	97	7	100	4	5	1	4	10	101	2
CC(=O)Nc1ccc(OCC(O)CNC2CCCC2)cc1 (configuration not stated)	0.3	101	2	100	-2	-5	1	-1	75	102	-1
O=C(O)c1cc(-c2cccc(Cl)c2)nc2nc(N3CCCCC3)sc12	-1.5	74	-6	82	-2	1	0	0	5	81	0
O=C(O)c1cnc(-c2ccccc2)nc1Oc1ccccc1	0.2	100	3	102	-3	-4	1	-3	26	104	0
CCCNC(=S)N1CCC(c2nc3cc(C)c(C)cc3[nH]2)CC1	0.4	97	3	97	-9	-6	0	-8	10	96	0
COc1ccc(S(=O)(=O)N(c2onc(C)c2Cl)S(=O)(=O)c2ccc(OC)cc2)cc1	0.5	84	1	102	-2	1	-3	0	14	104	-1
O=C(NCCc1c[nH]c2ccccc12)c1cnc2sccn2c1=O	0.4	101	2	100	2	-10	-4	-8	12	105	-4
COc1ccc(CC(=O)NC(C)c2nnc(SCCOc3ccc(OC)cc3)n2C)cc1 (configuration not stated)	1.0	100	2	98	-3	-1	-3	-4	8	102	-3
CC(C)CCN(C)C1CCN(S(=O)(=O)c2cccc(C(F)(F)F)c2)CC1	0.3	96	1	100	-5	-7	-1	-5	29	96	-2
COc1ccc(C(=O)Nc2cc(OC)c(NC(=O)c3ccco3)cc2OC)cc1	0.8	97	3	94	-5	-8	3	0	14	95	-3
C/C(=N\NC(=O)c1nn(C)cc1Br)c1cccc(NC(=O)C2CCCC2)c1	-0.7	95	43	97	-9	-14	0	-8	25	94	-9
CC(=O)c1cccc(N(CC(=O)Nc2cccnc2)S(C)(=O)=O)c1	2.2	99	-1	99	-6	-7	0	-5	15	100	0
COC(=O)c1ccc(-c2nc3ccc(C)cc3o2)cc1	0.7	101	7	104	2	0	0	-1	12	101	1
N#CC(c1ccc(F)cc1)c1ccc(C(=O)c2ccccc2)cc1 (configuration not stated)	-0.4	102	-2	98	-9	-7	0	-8	14	96	-4
COc1cc(NC(=O)Cn2nnc(-c3ccccc3N)n2)cc(OC)c1	-0.3	103	1	103	-3	-13	4	-12	18	99	-4
COc1ccc(C=O)cc1Cn1ccnc1	0.3	102	1	103	-3	-8	-1	-5	8	100	0
Cc1ccsc1C1Nc2ccc3ncccc3c2C2=C1C(=O)CCC2 (configuration not stated)	6.5	98	25	100	-8	-17	-3	-6	32	99	-5
CCc1nnc(NC(=O)C2CCN(c3nc(C)cc(C)n3)CC2)s1	1.8	100	4	99	-1	-2	-2	-1	15	100	-1
CN(Cc1cccnc1)C(=O)CC1C(=O)NCCN1Cc1ccc(-c2ccccc2)cc1 (configuration not stated)	0.1	102	0	105	-2	-2	-1	1	14	101	-6
Nc1[nH]ncc1C(=O)Nc1cccc(C(F)(F)F)c1	0.0	92	1	83	2	0	1	0	15	83	0
COc1ccc(/C=N/NC(=O)c2ccc(CSc3nncn3C)cc2)cc1OC	-0.3	100	-2	95	-3	-6	0	-3	14	?	-4
CC(=O)NC(C)c1nc2ccccc2n1CC(=O)N1C(C)CCCC1C (configuration not stated)	1.4	95	5	88	-1	-4	-1	0	25	90	3
COCCN(CCOC)c1cc(C)c(C#N)c2nc3ccccc3n12	0.7	103	2	99	-1	-5	2	1	10	98	0
COc1nc(NS(=O)(=O)c2ccc(C)cc2)nc(C)c1Cl	0.8	100	4	101	5	5	2	0	32	97	2
Cc1cc(C)n(S(=O)(=O)c2ccc(C)c(C)c2C)n1	0.5	92	11	86	-3	-14	0	-6	8	86	-6
CCc1ccc(/C=N/NC(=O)c2cc(C3CC3)nc3ccc(Br)cc23)s1	0.0	102	0	100	0	-1	0	2	20	103	0
CCC(CO)[n+]1c(C)cc(/C=C2\Sc3ccccc3N2Cc2ccccc2)cc1C (configuration not stated)	-1.1	100	-4	110	-32	8	-4	-2	12	124	-1
CC1(C)N(OCc2ccccc2)C(=O)C(=O)N(OCc2ccccc2)C1(C)C	0.5	105	2	103	-6	-12	3	-6	10	99	-2
Cc1cc(N2CCN(C)CC2)nc2ccc(NC(=S)NC3CC3)cc12	0.5	103	2	102	-6	-3	0	-3	18	?	-3
CS(=O)(=O)c1ccc2nc(NC(NC(=O)c3ccco3)(C(F)(F)F)C(F)(F)F)sc2c1	1.1	98	28	99	-5	-16	-1	-7	18	95	-2
COc1ccc(OC)c(Nc2cc(C)nc3ccccc23)c1	-0.3	103	29	107	-3	-4	1	-2	13	101	0
CCCC(=O)Oc1ccc(N(C(=O)CCC)S(=O)(=O)c2cccs2)cc1	0.7	104	1	102	-3	-6	-5	-4	16	105	-4
Cc1cc(=O)oc(C)c1C(=O)Nc1c(C)n(C)n(-c2ccccc2)c1=O	0.2	104	0	102	0	0	1	-1	21	102	0
CC(=O)OC(COc1ccc(F)cc1)Cn1cnc2ccccc21 (configuration not stated)	0.5	101	2	99	-7	-3	-4	-2	13	?	-4
O=C(Nc1ccc2c(c1)CCC2)c1cccc(S(=O)(=O)N2CCN(c3ccccc3)CC2)c1	0.0	103	0	103	0	5	1	2	25	100	3
COc1ccc2cc(CN(CCO)C(=O)c3ccc(Br)cc3)c(=O)[nH]c2c1	0.3	103	8	101	-12	-14	-4	-10	40	103	-8
Cc1ccccc1Oc1ccc(NC(=O)C2CC=CCC2C(=O)O)cc1 (configuration not stated)	0.5	101	3	97	-5	0	-2	1	13	98	-6
CCN(/C=N/S(=O)(=O)c1ccc(Cl)cc1)CC	0.8	98	4	98	-4	-4	-1	-3	11	99	-1
COc1ccc(N2CCN(C(=O)Cn3nnc(-c4cccs4)n3)CC2)cc1	0.4	100	8	98	-5	-1	-3	0	31	98	-4
CC(=O)Nc1cc2c(cc1[N+](=O)[O-])OCCO2	-0.4	100	-3	103	-2	-4	3	0	11	95	0
COC(=O)C1=C(N)Oc2cc(C)n(CC3CCCO3)c(=O)c2C1c1ccc(Cl)c(Cl)c1 (configuration not stated)	1.6	97	4	94	-6	-12	3	-7	42	97	-1
CN(C(=O)/C=C/c1ccco1)c1ccccc1C(=O)O	-0.4	95	-1	99	0	0	0	0	9	91	0
O=C(NC(=S)Nc1nc(-c2cccc([N+](=O)[O-])c2)cs1)c1cc(Cl)ccc1Cl	-0.6	95	-2	97	0	2	5	-3	8	95	0
O=C(CCl)Nc1cccc(-c2cnc3ccccc3n2)c1	1.3	112	12	108	-4	-8	-1	-7	62	104	0
COc1ccc(CCN2C(=O)C(Oc3ccccc3C)C2c2ccc3c(c2)OCO3)cc1 (configuration not stated)	3.4	101	49	98	-11	-11	0	-23	17	101	-6
O=C(NCCN1CCc2ccccc2C1)Nc1ccc([N+](=O)[O-])cc1	0.3	99	12	100	1	3	-3	2	19	?	-3
COc1cc(C(=O)NC(=S)Nc2ccc(N3CCCC3)cc2)cc(OC)c1OC	3.5	101	48	109	3	-3	-4	0	10	103	-7
O=C(CNc1ccc(Oc2ccccc2)cc1)N1CCOCC1	0.2	96	1	96	-1	-6	4	0	61	96	0
O=C(COC(=O)c1ccccn1)Nc1ccc(S(=O)(=O)N2CCOCC2)cc1	0.3	105	3	104	-9	-14	0	-10	18	105	-6
Cc1cccc(C)c1NC(=O)C1(N(Cc2ccco2)C(=O)CC2NC(=O)NC2=O)CCCC1 (configuration not stated)	0.2	101	1	105	-6	-15	-2	-3	15	102	-1
COC(=O)C(CO)NC(=O)C(C)NC(=O)CNC(=O)OCc1ccccc1 (configuration not stated)	0.0	99	0	101	0	4	-2	0	14	98	-5
O=C(N/N=C1\CC2CC=CC12)c1ccccc1Cl (configuration not stated)	0.7	100	1	101	-1	-5	-2	-2	15	100	-2
Cc1ccc(Cn2nnc3c(=O)n(CC(=O)N4CCCc5ccccc54)cnc32)cc1	0.3	100	2	103	-5	-1	-2	-2	18	100	-4
C#CCNC(=O)C1=C[C@H](C)[C@@H](CCCO)[C@H](OCC)O1	-0.1	97	0	98	-2	-7	0	-3	18	95	0
Cc1cc2c3c(c1C)C1(C(=O)N3C(C)(C)CC2C)C(C#N)=C(N)Oc2cc(O)ccc21 (configuration not stated)	0.5	96	2	93	-9	-10	1	-10	32	96	-5

Retrieved by structure from above, 5 records:
SMILES	ABCB1 inh	RGS8-Gao reg	ABCG2 block	RGS4-Gao reg	Bcl-B Bim block	Bim-Bfl-1	Bcl-W Bim block	Bim-Bcl-2	GSH bead fluor	RGS7-Gao	Bcl-XL Bim block
COC(=O)C(CO)NC(=O)C(C)NC(=O)CNC(=O)OCc1ccccc1 (configuration not stated)	0.0	99	0	101	0	4	-2	0	14	98	-5
O=C(CNc1ccc(Oc2ccccc2)cc1)N1CCOCC1	0.2	96	1	96	-1	-6	4	0	61	96	0
O=C(NCCN1CCc2ccccc2C1)Nc1ccc([N+](=O)[O-])cc1	0.3	99	12	100	1	3	-3	2	19	?	-3
Cc1cc2c3c(c1C)C1(C(=O)N3C(C)(C)CC2C)C(C#N)=C(N)Oc2cc(O)ccc21 (configuration not stated)	0.5	96	2	93	-9	-10	1	-10	32	96	-5
O=C(COC(=O)c1ccccn1)Nc1ccc(S(=O)(=O)N2CCOCC2)cc1	0.3	105	3	104	-9	-14	0	-10	18	105	-6

Going on with the list:
SMILES	ABCB1 inh	RGS8-Gao reg	ABCG2 block	RGS4-Gao reg	Bcl-B Bim block	Bim-Bfl-1	Bcl-W Bim block	Bim-Bcl-2	GSH bead fluor	RGS7-Gao	Bcl-XL Bim block
COc1ccc2c(c1OC)C(=O)N(c1cccc(C(F)(F)F)c1)C2	0.7	102	5	103	-4	-14	2	-10	16	102	-1
CC(=O)C1C(c2ccc(OC(F)F)cc2)NC(=O)NC1(O)C(F)(F)F (configuration not stated)	0.8	98	2	100	-3	-10	1	-5	17	95	-6
Cc1sc2ncnc(-n3cnc4ccccc43)c2c1C	0.6	100	4	100	0	0	0	-2	24	95	0
COc1ccccc1Nc1nc2c(C)cccc2cc1C#N	1.2	102	28	102	-3	0	0	0	14	100	-2
CC(C)=CC1C=C(C)C(C)C2C(=O)NNC(=O)C12 (configuration not stated)	0.5	103	2	101	-8	-9	4	-1	39	99	5
CC(C)(C)NC(=O)C(=O)NNC(=O)c1ccccc1	1.1	102	3	101	0	0	1	-1	15	100	-2

Screening data deposited in PubChem BioAssay by NMMLSC.
